Screens as filed in PubChem.
GLP1R cytotox: cytotoxic in the GLP-1 receptor inverse agonist counter-screen; HEK293 cAMP-luciferase reporter cells, luminescence, 24 h; Potency, µM (highest dose often 38.3 µM), for the others: at the highest dose activity change, negative = inhibition, hits mostly inhibitors; actives 0.13% (n = 410,000);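 note: loss of luciferase light is scored as toxicity; potency is the fitted concentration of half-maximal effect; % is set by controls: 0 for no effect and ±100 for the full control effect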
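To flag toxic compounds, the library was rerun on cells for 24 hr at 37 deg C and 5% CO2. Viability-linked luminescence was captured 12 min after adding luciferase detection reagent.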
PTHR1 agonist: activates the human parathyroid hormone receptor PTHR1. actives 0.075% (n = 410,000). Potency, µM (doses to about 115 µM), for inactives: top-dose activation, actives largely listed as activators. HEK293 GP2 PTHR1 cells, GloSensor cAMP luminescence, 1 h. Q03431; note: potency is the fitted concentration of half-maximal effect; nearly all actives have a fitted effect of over 55% in size; some results filed as inactive show a strong effect at the top dose; inactives centre near -15; many of its hits are not listed in these tables
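HEK-293-derived GP2 cells expressing PTHR1 and a GloSensor cAMP reporter, 3,000/well, plated overnight, given luciferin plus IBMX (each 0.5 mM as added) for 1 h at 37 °C, then compound for 1 h at 37 °C. Luminescence was read after 15 min at room temperature.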
PLK1 PBD block: blocks phosphopeptide binding to human PLK1 polo-box domain; Plk1 PBD binding of FITC phosphopeptide, fluorescence polarization; Potency, µM, without a hit: max response, negative = inhibition, hits mostly inhibitors; actives 2.8% (n = 360,000); AID 720504; note: potency is the fitted concentration of half-maximal effect; series mostly up to about 57 µM; % is set by controls: 0 for no effect and ±100 for the full control effect; nearly all actives have a fitted effect of over 65% in size
EPAC1 ag: agonists of human EPAC1. EPAC1 agonist qHTS, biochemical assay; response scale: 100% = response to 6.5 mM cAMP. Potency, µM (series often up to 154 µM), inactives show at the top dose activation, most hits filed as activators. O95398. actives 0.073% (n = 360,000); note: potency is the fitted concentration of half-maximal effect; nearly all actives have a fitted effect of over 60% in size
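Normalized to 6.5 mM cAMP, activity reflects EPAC1-catalysed release of BODIPY-GDP from Rap1B, followed kinetically over 30 min at 480 nm excitation, 540 nm emission. Reaction contained 100 nM EPAC1, 250 nM Rap1B-BODIPY-GDP, 50 uM GDP.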
GLP1R ag: activates the human GLP-1 receptor; P43220; HEK293 GLP-1R CRE-luciferase, luminescence, 4-6 h; cells express a hypersensitive GLP-1R form; Potency, µM (doses to about 45.6 µM), for the others: at the top dose activation, actives largely listed as activators; actives 0.007% (n = 380,000); AID 624172; note: potency is the fitted concentration of half-maximal effect; % of control where 0% means no effect
Target sequence (P43220 whole entry, looked up): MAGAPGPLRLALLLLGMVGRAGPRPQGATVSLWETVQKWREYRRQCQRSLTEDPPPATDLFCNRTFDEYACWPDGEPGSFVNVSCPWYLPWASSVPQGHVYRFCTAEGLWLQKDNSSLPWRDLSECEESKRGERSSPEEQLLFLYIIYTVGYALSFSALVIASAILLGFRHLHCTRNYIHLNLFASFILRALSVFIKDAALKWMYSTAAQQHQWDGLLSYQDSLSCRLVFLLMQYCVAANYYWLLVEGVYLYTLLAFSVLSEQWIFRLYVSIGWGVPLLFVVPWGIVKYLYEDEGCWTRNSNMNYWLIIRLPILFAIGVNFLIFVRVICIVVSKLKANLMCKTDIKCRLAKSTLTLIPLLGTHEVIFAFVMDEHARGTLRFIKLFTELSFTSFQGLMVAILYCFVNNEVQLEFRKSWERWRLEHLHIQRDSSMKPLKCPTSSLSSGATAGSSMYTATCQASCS
PI5P4Ka inh: PI5P4K alpha (human) kinase inhibition; P48426; PI5P4Kalpha enzyme, ADP-Glo luminescence, 60 min; stronger effect = lower value; max response, %; actives 1.2% (n = 330,000); active = max response of -50% or lower; inconclusive = between -30% and -50%; inactive = -30% or higher; note: value at the top dose of about 77 µM; % is set by controls: 0 for no effect and ±100 for the full control effect
Target sequence (P48426 whole entry, looked up): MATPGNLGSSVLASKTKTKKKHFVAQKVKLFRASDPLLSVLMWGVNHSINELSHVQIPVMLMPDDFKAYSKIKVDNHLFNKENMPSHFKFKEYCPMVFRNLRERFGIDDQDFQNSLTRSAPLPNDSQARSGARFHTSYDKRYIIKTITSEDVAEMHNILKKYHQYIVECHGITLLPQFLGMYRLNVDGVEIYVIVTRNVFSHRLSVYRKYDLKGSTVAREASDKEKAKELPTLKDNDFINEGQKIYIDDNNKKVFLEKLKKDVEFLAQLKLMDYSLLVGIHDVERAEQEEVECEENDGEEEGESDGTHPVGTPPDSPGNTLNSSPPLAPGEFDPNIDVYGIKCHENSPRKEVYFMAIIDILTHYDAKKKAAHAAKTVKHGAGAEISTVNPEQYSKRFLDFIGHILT
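Single end-point luminescence (ADP-Glo) quantified ADP from PI5P4Kalpha turnover; ATP 5 microM final, 1 h at RT, 0.1% CHAPS and 0.28 mM EGTA in HEPES pH 7.4.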
IL2 activator: activators of IL-2. actives 0.065% (n = 360,000). IL-2 activation reporter assay, cell-based qHTS; stimulated with anti-CD3/CD4/CD28 beads; in transgenic mouse T cells. activation, % (series mostly up to about 46 µM); in the data active = activation above about 50%; inconclusive = mostly about 30% to 49%; note: 0% is about no effect
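Using fluorescent plate cytometry, EGFP and DsRed are detected in transgenic mouse T cells stimulated 18 h at 37 degrees C with antibody-coated beads after 60 min compound pretreatment.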
GLP-1R inv ag: acts as inverse agonist at human GLP-1 receptor. P43220. HEK293 GLP-1R CRE-luciferase, luminescence, 24 h; GLP-1R form is constitutively active. Potency, µM (doses to about 38.3 µM), without a hit: at the highest dose activity change, negative = inhibition, most hits filed as inhibitors. actives 1.6% (n = 410,000); note: potency is the fitted concentration of half-maximal effect; % is set by controls: 0 for no effect and ±100 for the full control effect; nearly all actives have a fitted effect of over 55% in size
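Using stably transfected HEK293 (constitutively active GLP-1R, cAMP-luciferase reporter), compounds were incubated 24 hr and luciferase measured by luminescence.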
EPAC1 antag: antagonists of human EPAC1. EPAC1 GEF assay, Rap1b-BODIPY-GDP exchange fluorescence. Potency, µM (top dose mostly 115 µM), without a hit: at the highest dose activity change, negative = inhibition, actives largely listed as inhibitors. actives 0.14% (n = 360,000);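 note: potency is the fitted concentration of half-maximal effect; plate controls were vehicle for no effect and positive control for full effect; nearly all actives have a fitted effect of over 50% in size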
* hit, by the source's call; i = inactive; ? = inconclusive; · = no result given; [ ] = another dose, or the depositor's remark. Unless noted, calls come from the whole dose curve; as a rule, active = well fitted curve in the direction sought with a large enough effect; inconclusive = small, poorly fitted or top-dose-only effect, or another doubt; inactive = no such curve, though single readings can be large; an effect the other way counts as inactive or inconclusive. A portion of the library; count on the stated rates, not on these rows.

SMILES | GLP1R cytotox | PTHR1 agonist | PLK1 PBD block | EPAC1 ag | GLP1R ag | PI5P4Ka inh | IL2 activator | GLP-1R inv ag | EPAC1 antag
CCC(C)c1ccccc1OCCCN(C)Cc1ccccc1 (stereo not given) | 12% | -2% | -4% | -1% | -16% | -1 | -0.9 | ? | -14%
O=C(COC(=O)CN1C(=O)C2CCCCC2C1=O)Nc1c(Cl)cccc1Cl (stereo not given) | -1% | -5% | 3% | 6% | -4% | 1 | 0.1 | 12% | 7%
COc1ccc(S(=O)(=O)N2CCC(C(=O)N3CCCC3)CC2)cc1C | 13% | -10% | -3% | 11% | 17% | -4 | -5.1 | 17% | -12%
Cc1cc(C(=O)NC2CCCc3c2cnn3-c2cccc(C)c2C)n(C)n1 (stereo not given) | 0% | -36% | 5% | -8% | 4% | 5 | -3.2 | 9% | 9%
COc1ccc(-n2nc(C(=O)NCC(=O)NCCC3=CCCCC3)c3ccccc3c2=O)c(OC)c1 | ? | i | 6% | 1% | 6% | 10 | -3.4 | -8% | -15%
O=C(Nc1ccnn1C1CCN(Cc2ccccc2OC(F)F)CC1)c1cccnc1 | -3% | i | -19% | 3% | 4% | 1 | -1.6 | 4% | -13%
CC(=O)c1ccc(S(=O)(=O)N(CCCO)Cc2cc3cc(C)ccc3[nH]c2=O)cc1 | -2% | -21% | -15% | 5% | 10% | 0 | 1.2 | 5% | 6%
COc1cccc(-c2cnc3c(NC(C)=O)cc(-c4ccc(C(=O)N5CCOCC5)cc4)cn23)c1 | 3% | i | -23% | 8% | 2% | -9 | -0.6 | 9% | -15%
Cn1cnc(S(=O)(=O)Nc2cc(-c3ccc(Cl)cc3)nn2C)c1 | -9% | i | -3% | 8% | 1% | 1 | 0.4 | 4% | 14%
CN(C)n1cnc2ccsc2c1=O | 29% | -22% | -5% | -1% | 0% | 14 | -0.4 | 41%[activator] | -10%
Cc1ccc(CC2S/C(=C(/C#N)C(=O)NCc3ccco3)N(c3ccccc3)C2=O)cc1 (stereo not given) | -5% | i | -9% | 1% | -8% | · | -1.1 | -4% | 7%
Cn1c(=O)cc(OCCCC(=O)Nc2cccnc2)c2ccccc21 | 6% | i | 2% | 5% | 17% | 0 | -2.5 | 44%[activator] | 16%
CCOC(=O)C1C2C=CC3(CN(C4CCCC4)C(=O)C13)O2 (stereo not given) | -4% | i | -21% | 2% | -14% | -1 | 0.1 | 17% | 4%
Cc1ccc(Nc2nc(N)nc(CSc3nccn3C)n2)c(C)c1 | 17% | -12% | -2% | 13% | 0% | 0 | 0.6 | 10% | 5%
COC(=O)COc1ccc(Oc2nc(NC(C)(C)C)nc(N3CCOCC3)n2)nn1 | -12% | i | · | · | 0% | · | · | -9% | ·
COc1ccc(OC)c(NC(=O)COC(=O)CCNc2ccccc2OC)c1 | -2% | -12% | -6% | 10% | 14% | -4 | 0.2 | -19% | -12%
CC(=O)OC1CC(C)(C)N(OC(=O)c2ccccc2)C(C)(C)C1 | 71%[activator] | i | -3% | 3% | 1% | 0 | -1.0 | -23% | -16%
O=C(NCC1CCCO1)c1cc2cc(F)ccc2[nH]1 (stereo not given) | 7% | -25% | -5% | -5% | -3% | 5 | -0.5 | 6% | 24%
COC(=O)c1sccc1NC(=O)c1ccc(C#N)cc1 | 26% | 14% | -22% | -2% | 5% | 2 | -3.0 | 20% | 13%
CC(C)CCOCc1nc2sc3c(c2c(=O)[nH]1)CCC(C)C3 (stereo not given) | -9% | i | 1% | 8% | -6% | · | 1.1 | 0% | 16%
C=CCn1c(O)c(N=Nc2ccccc2[N+](=O)[O-])c2ccccc21 | 6% | i | -5% | -1% | -2% | -17 | 0.3 | 16% | 8%
CN1CCCN(C(=O)C2CCCCC2)CC1 | 11% | i | -4% | 2% | 3% | -4 | -1.6 | -20% | 8%
COc1ccccc1N1CCN(C(=O)c2cc(S(=O)(=O)N3CCCCC3)ccc2C)CC1 | -11% | -4% | -10% | 2% | 19% | 4 | 0.1 | ? | 1%
COc1ccc(NC(=S)NC(=O)c2cncc(Br)c2)cc1 | ? | -13% | -17% | 3% | 5% | -3 | -0.1 | ? | -7%

Not a retest: an excerpt of the list.
SMILES | GLP1R cytotox | PTHR1 agonist | PLK1 PBD block | EPAC1 ag | GLP1R ag | PI5P4Ka inh | IL2 activator | GLP-1R inv ag | EPAC1 antag
COC(=O)COc1ccc(Oc2nc(NC(C)(C)C)nc(N3CCOCC3)n2)nn1 | -12% | i | · | · | 0% | · | · | -9% | ·
COc1ccc(OC)c(NC(=O)COC(=O)CCNc2ccccc2OC)c1 | -2% | -12% | -6% | 10% | 14% | -4 | 0.2 | -19% | -12%
CC(=O)OC1CC(C)(C)N(OC(=O)c2ccccc2)C(C)(C)C1 | 71%[activator] | i | -3% | 3% | 1% | 0 | -1.0 | -23% | -16%
O=C(NCC1CCCO1)c1cc2cc(F)ccc2[nH]1 (stereo not given) | 7% | -25% | -5% | -5% | -3% | 5 | -0.5 | 6% | 24%

Carrying on:
SMILES | GLP1R cytotox | PTHR1 agonist | PLK1 PBD block | EPAC1 ag | GLP1R ag | PI5P4Ka inh | IL2 activator | GLP-1R inv ag | EPAC1 antag
COc1ccc(CC(=O)OCC(=O)NC(=O)NC23CC4CC(CC(C4)C2)C3)cc1 | -2% | -43%[inhibitor] | 1% | 7% | -1% | · | -0.5 | 0% | 0%
COc1cc(OC)cc(C(=O)N2CCN(S(C)(=O)=O)CC2)c1 | -14% | i | -6% | 0% | -5% | 1 | -1.1 | 7% | 7%
CCOc1ccc(C(C)=O)cc1CSc1nnc(-c2ccoc2C)n1N | 1% | i | -7% | 0% | -5% | 3 | -1.4 | -4% | -13%
COc1cccc(/C=C/C(=O)N2CC(C)OC(C)C2)c1OC (stereo not given) | -9% | -5% | -1% | 2% | 11% | -4 | 0.2 | 7% | 2%
Cc1ccc([C@@H]2CC=C(C(=O)O)[C@H](c3cccc(F)c3)N2S(=O)(=O)c2ccccc2C)cc1 | 1% | -43%[inhibitor] | -29% | -13% | 0% | 11 | 0.6 | ? | 2%
Cc1noc(C)c1C(=O)OCC(=O)Nc1ccccc1C(=O)NC(C)c1ccccc1 (stereo not given) | -28% | -36%[inhibitor] | -9% | 8% | 9% | 0 | 0.4 | -22% | -4%
Cc1ccccc1S(=O)(=O)Cc1ccc(C(=O)NCc2cccs2)o1 | -9% | 0%[57.5 µM] | -12% | 5% | 2% | -4 | 2.5 | 6% | 3%
N#CC(OC(=O)c1ccccc1)c1ccccc1 (stereo not given) | 14% | -38%[inhibitor] | -15% | 10% | 3% | 5 | -1.3 | -15% | -15%
COC(=O)c1cnc(Nc2cc(C)ccc2OC)c2ccccc12 | 76%[activator] | i | -4% | 24% | 16% | 13 | -1.1 | 40%[activator] | -19%
CCCCCc1nc2c(c3c1CCCC3)CCCC2 | -15% | i | -7% | 1% | 12% | 0 | -0.4 | -30% | 41%[activator]
Cc1cc(C(=O)O[C@H]2[C@H](Cc3ccccc3)NS(=O)(=O)[C@H]3C[C@@H]4C=C[C@]23O4)ccc1[N+](=O)[O-] | 9% | -16% | -3% | -6% | 6% | -8 | -0.2 | ? | 5%
CCCN1CCN(C(=S)Nc2ccc(SC(F)F)cc2)CC1 | -7% | 20% | -22% | -6% | -1% | 2 | -0.3 | ? | 0%
CCN(CC)c1ccc2c(Cl)cc(=O)oc2c1 | · | -2%[57.5 µM] | -9% | -1% | ? | 6 | -0.3 | 20% | -16%
Cc1noc(NS(=O)(=O)c2ccc(N/C=C\C(=O)c3ccc(Br)cc3)cc2)c1C | -10% | -48%[inhibitor] | 27µM* | -20% | 10% | -21 | -0.8 | -18% | ?
Cc1ccc2nc(C(C)(C)C)c(Cc3ccsc3)n2c1 | -5% | -19% | -14% | 4% | -6% | -11 | -0.5 | 6% | ?
CC1CN(c2nc3ccccn3c(=O)c2C=O)CC(C)O1 (stereo not given) | 11% | -19% | -13% | 5% | -5% | -3 | 0.6 | 11% | 2%
O=Cc1ccc(N2CCCC2)o1 | 14% | i | -9% | 13% | 0% | -1 | -2.6 | 13% | 10%
COc1ccc2cnn(-c3ccc(OC(F)(F)Cl)cc3)c(=O)c2c1OC | 2% | i | -9% | -8% | 7% | 1 | -0.2 | 11% | -1%
COc1c(S(=O)(=O)Nc2cccnc2)ccc(Cl)c1Cl | 2% | -10% | -4% | -9% | -1% | -7 | 0.0 | 10% | 1%
Cc1ccc(-n2c(-c3ccncc3)n[nH]c2=S)cc1C | -13% | ? | -5% | -5% | -1% | 0 | -2.0 | -2% | 2%
CCC(=O)Nc1nnc(SCC(=O)NCC2CCCO2)s1 (stereo not given) | 1% | i | -11% | -16% | -8% | -1 | -5.1 | ? | -31%
Cc1cc(-c2ccccc2)n2ncc(C#N)c2n1 | -1% | i | -3% | -2% | 5% | 8 | -0.4 | -3% | -14%
CC(NC(=O)c1ccc(N(C)C)c([N+](=O)[O-])c1)c1ccc(-n2ccnc2)cc1 (stereo not given) | 4% | -25% | -9% | -4% | 8% | 4 | -1.2 | 30%[activator] | -11%
CCOC(=O)C1(S(=O)(=O)c2ccc(Cl)cc2)CCN(Cc2ccc(Cl)cc2)CC1 | 9% | 1%[57.5 µM] | ? | 13% | 5% | · | -0.5 | 0% | 3%
Cc1nc([N+](=O)[O-])c(C(=O)O)n1C | -13% | -6% | -4% | 3% | 8% | -2 | 0.7 | -10% | -17%
O=C(Nc1ccc2c(c1)nc1n2CCSC1)c1ccccc1 | -11% | -12%[57.5 µM] | -13% | -7% | -7% | -30 | -2.0 | 0% | -1%
Cc1cccc(NC(=S)Nc2ccc(Cl)c(Cl)c2)c1 | ? | -2% | -12% | 5% | 7% | 2 | -0.8 | ? | -8%
CC1CCCN(c2nc3c(c(=O)n(C)c(=O)n3C)n2CCSc2nc3ccccc3s2)C1 (stereo not given) | 3% | -27%[57.5 µM] | -9% | 7% | 1% | 6 | -1.2 | 3% | -2%
Cc1ccc(C)c(N2CCN(C(=O)c3ccc4c(=O)n5c(nc4c3)CCCCC5)CC2)c1 | -11% | -82%[inhibitor] | 1% | 2% | -4% | 3 | -4.4 | 1.8µM* | -5%
CCC(=O)N1CCCC(C)(C(=O)Nc2ccc3oc(CC)nc3c2)C1 (stereo not given) | 0% | i | 0% | -11% | -5% | -9 | 0.4 | 18% | 4%
